PP5 primary = PP5 phosphatase inhibitors, primary screen, biochemical, fluorescence. actives 0.18% (n = 320,000). purified PP5c, OMFP substrate fluorescence. AID 1987, 2009. Serine/threonine-protein phosphatase 5 (Homo sapiens), P53041. inhibition, % at 6.7 µM;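 active means inhibition above the campaign's mean inhibition across all tested compounds plus 3 SD, cut at about 9.5% in these data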;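 further: 0% = DMSO only and 100% = 100 µM cantharidin control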
core dimer inh = inhibitors of HCV core protein dimerization, primary screen, biochemical, TR-FRET, high-throughput; TR-FRET GST/Flag-core106 dimerization, 1536-well; actives 0.33% (n = 300,000); inhibition, % at 5 µM;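 active means inhibition above the mean of all tested compounds plus 3 SD, set per screening campaign, cut at about 45% in these data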
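Assay system – GST-tagged and Flag-tagged HCV core protein residues 1-106 · Quantity – core106 proteins, GST 13.5 nM and Flag 17 nM · Benchmarks – unlabelled core106 and no-GST-core106 wells · Read-out basis – percent inhibition of core106 dimerization signal · Detection – time-resolved FRET, ex 340 nm, em 617 and 671 nm · Schedule – 4 h at 22.5 °C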
PP1 counter = PP1-alpha phosphatase inhibitors, primary screen, counter-screen for PP5 inhibitor project, biochemical, fluorescence, OMFP substrate, single point; Serine/threonine-protein phosphatase PP1-alpha catalytic subunit (Homo sapiens), P62136; purified PP1alpha; inhibition, % at 6.7 µM; actives 0.9% (n = 320,000); AID 2235, 2010;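 active means inhibition above the mean inhibition of all tested compounds plus 3 SD, computed separately for each screening campaign, cut at about 15% in these data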
LYPLA2 counter = LYPLA2 inhibitors, primary screen, counter-screen for PME1 inhibitor project, biochemical, fluorescence polarization, FP-Rh probe ABPP; actives 0.38% (n = 320,000); inhibition, % at 5.9 µM; AID 2177, 2009; Acyl-protein thioesterase 2 (Homo sapiens), O95372; recombinant LYPLA2;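 active means inhibition above the screen-wide mean plus 3 SD, limit set per campaign, cut at about 26% in these data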;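 further: 0% = LYPLA2 with DMSO and 100% = wells lacking LYPLA2 enzyme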
Target sequence (O95372 whole entry, looked up): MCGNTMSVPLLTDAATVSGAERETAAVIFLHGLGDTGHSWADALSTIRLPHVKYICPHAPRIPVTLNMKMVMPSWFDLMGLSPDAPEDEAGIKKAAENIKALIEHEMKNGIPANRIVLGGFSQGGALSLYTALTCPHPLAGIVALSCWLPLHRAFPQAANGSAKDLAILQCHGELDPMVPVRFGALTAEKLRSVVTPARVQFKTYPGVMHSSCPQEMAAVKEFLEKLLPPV
TPT1 inh = Candida albicans TPT1 enzyme inhibitors, primary screen, biochemical, fluorescence polarization; actives 0.81% (n = 300,000); AID 1962, 2009; inhibition, % at 5 µM; tRNA 2'-phosphotransferase TPT1 (Candida albicans SC5314); recombinant caTPT1, FP RNA substrate dephosphorylation;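 active means inhibition above the mean of all tested compounds plus 3 SD, set per screening campaign, cut at about 24% in these data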;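 further: plate controls were DMSO alone for no effect and ferristatin control at 100 nM for full effect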
Efflux pump inh = inhibitors of Candida efflux pumps in yeast, primary screen, S. cerevisiae, Nile Red, multiplex. S. cerevisiae Candida pump triplex. inhibition, % at 10 µM. actives 0.44% (n = 330,000). AID 485275, 2010;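 active means plate passing quality check with inhibition over a set limit, or well fluorescence over plate mean plus 4 SD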;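 further: Nile Red retained in pooled yeast measured as flow cytometry median fluorescence; 0% = buffer negative control and 100% = Enniatin B positive control; higher means more Nile Red kept so more efflux inhibition; some compounds called inactive have numbers as strong as hits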
PREPL inhibitor = PREPL enzyme inhibitors, primary screen, biochemical, fluorescence polarization | inhibition, % at 5.96 µM | Prolyl endopeptidase-like (Homo sapiens), Q4J6C6 | recombinant PREPL, fluorescence polarization activity-based probe | actives 0.68% (n = 320,000); in the data active means inhibition above about 43%;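 further: 0% = enzyme with DMSO and 100% = wells lacking enzyme; many of its hits are not listed in these tables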
CTSL1 counter = Fasciola hepatica cathepsin L1 inhibitors, primary screen, counter-screen for PFM18AAP inhibitor project, biochemical, QFRET, fluorogenic peptide substrate. recombinant F. hepatica cathepsin L1, Z-Leu-Arg-MCA fluorescence. inhibition, % at 5.96 µM. actives 0.49% (n = 300,000). AID 1906, 2009;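 active means inhibition above the mean of all tested compounds plus 3 SD, set per screening campaign, cut at about 17% in these data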;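 further: 0% = plate median of test compound wells and 100% = 1 µM Z-Phe-Ala-diazomethylketone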
GASC-1 inh = inhibitors of GASC-1 histone demethylase, primary screen, biochemical, fluorescence, DELFIA europium; actives 0.069% (n = 330,000); Lysine-specific demethylase 4C (Homo sapiens), Q9H3R0; inhibition, % at 2.35 µM; GST-JMJD2C(1-420) H3K9me3 demethylation; AID 2099, 2009;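 active means more than half of a compound's replicate wells show inhibition beyond 50%, single wells judged on their own value; inconclusive means some, but no more than half, of replicates pass 50% inhibition; inactive means no replicate passes 50% inhibition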;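 further: signal counts dimethyl H3K9 product captured on neutravidin plate; 0% = median of DMSO wells and 100% = 0.3 times that DMSO median; strong numbers were not always called active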
Target sequence (Q9H3R0 1-420 limits assumed): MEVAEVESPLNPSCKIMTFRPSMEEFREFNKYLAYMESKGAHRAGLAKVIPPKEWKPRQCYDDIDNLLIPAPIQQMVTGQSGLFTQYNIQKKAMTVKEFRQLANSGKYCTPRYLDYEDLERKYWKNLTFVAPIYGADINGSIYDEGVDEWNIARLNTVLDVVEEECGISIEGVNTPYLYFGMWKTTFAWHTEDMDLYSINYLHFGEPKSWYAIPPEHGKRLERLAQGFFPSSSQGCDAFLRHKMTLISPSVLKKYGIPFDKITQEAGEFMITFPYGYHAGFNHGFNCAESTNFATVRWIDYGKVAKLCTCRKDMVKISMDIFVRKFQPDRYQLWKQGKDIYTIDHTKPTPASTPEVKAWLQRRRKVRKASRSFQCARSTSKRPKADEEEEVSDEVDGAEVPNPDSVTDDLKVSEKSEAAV
Starred values were filed as active, the others as inactive; ? = inconclusive; . = no result given. An excerpt; the hit share may differ from the screen's.

SMILES,CTSL1 counter,GASC-1 inh,LYPLA2 counter,core dimer inh,PREPL inhibitor,PP1 counter,TPT1 inh,Efflux pump inh,PP5 primary
O=S(=O)(Nc1cccc(Br)c1)c1cccc2nsnc12,0,-7,1,-2,-6,-3,4,0.0,-0.4
O=S1(=O)CCN=C2SC3=C(CCCC3)N21,2,1,1,-3,3,-3,2,0.0,-0.7
CC1CC(C)CN(CCCNC(=O)c2ccc(CNS(=O)(=O)c3ccc(F)cc3)cc2)C1 (configuration not stated),-2,1,12,-11,21,-1,-2,0.0,1.8
O=C(Nc1cccs1)NC1CCCC1,3,2,11,-4,21,-1,-6,-0.1,-1.9
O=C(CN(Cc1ccco1)C(=O)CNS(=O)(=O)c1ccc(Cl)cc1)NCc1ccc(F)cc1,2,8,0,4,-9,1,-3,0.0,0.5
Brc1cccc(OCCN2CCOCC2)c1,-1,-9,0,7,-4,-1,2,0.0,0.7
CCN1CCN(c2cc(C)c3cc(NC(=S)N4CCC5(CC4)OCCO5)ccc3n2)CC1,-1,8,8,-2,14,0,1,-0.2,-2.4
Cc1ccc(Cn2nnc3c(=O)[nH]c(C4CCN(S(=O)(=O)Cc5ccccc5)CC4)nc32)cc1,-3,-3,6,11,10,10,2,-0.1,4.1
CCOC(=O)/C=C/C(=O)OCC(=O)Nc1ccc(OC)c(Cl)c1,3,0,-3,2,-5,1,-1,0.0,-0.8
CC1(C)CC(=O)C/C(=N\NC(=O)C2CC2c2ccccc2)C1 (configuration not stated),-2,4,5,-2,26,-4,-3,0.0,-0.3
Cc1cc(Oc2ccc(=O)n(C)n2)nc(=S)[nH]1,2,2,-3,12,-8,-2,-2,0.0,0.7
Cc1ccc(-c2nc(NCc3ccco3)n(S(C)(=O)=O)n2)cc1,1,8,-6,4,4,-3,0,0.2,0.1
C[C@@H](NC(=O)[C@@H]1Cc2ccccc2CN1)C(=O)NCc1ccco1,2,-11,-1,7,4,-1,-1,-0.3,0.1
Cc1[nH]c2ccccc2c1C(=O)NS(=O)(=O)Nc1ccc(F)cc1,-6,10,2,-5,-6,-1,1,0.0,0.6
Cc1ccc(NC(=O)NC2CCN(S(=O)(=O)c3ccc(F)cc3)CC2)cc1,2,-10,4,-5,-1,2,-1,-0.1,2.5
CCCn1c(SC(C)C(=O)O)nc2ccccc21 (configuration not stated),-1,14,-1,-1,4,-1,-2,-0.1,0.5
CSc1ccccc1NC(=O)COC(=O)c1ccccc1O,-1,0,0,2,22,-4,-2,0.0,1.6
CS(=O)(=O)Nc1ccc(Cc2ccc(NS(C)(=O)=O)cc2)cc1,-5,-1,9,-8,4,-5,-3,0.0,2.0
COc1ccc(CNC(=O)CN(C)Cc2ccc(C(C)(C)C)cc2)cc1,-2,2,-3,2,-15,2,-1,-0.1,3.5
CNC(=O)CN(C)S(=O)(=O)c1ccc(F)cc1,1,-10,-2,-2,15,1,-3,-0.1,3.2
O=C(ON=C1CCN(S(=O)(=O)c2ccccc2)CC1)c1ccc(Cl)cc1,-1,5,1,13,-10,1,-5,-0.2,-0.4
CN(CC(=O)Nc1cccc(F)c1)C(=O)c1ccc(-n2cncn2)c([N+](=O)[O-])c1,-2,-6,-1,-1,4,-3,-1,0.0,-1.1
COc1cc(NC(=O)c2ccccc2)c(OC)cc1NC(=O)CN1C(=O)NC2(CCCCC2)C1=O,.,.,-6,.,12,-4,.,-0.1,-2.2
COc1cc(NC(=O)CCCNC(=O)c2ccc(Cl)cc2)cc(OC)c1OC,2,1,1,0,7,0,-1,0.7,4.3
N#Cc1nc(COc2ccc(Cl)cc2)oc1NCc1ccc2c(c1)OCO2,2,5,-17,12,-11,3,2,0.0,1.2
Cc1ccc(-c2csc3ncn(CC(=O)N4CCOCC4)c(=O)c23)cc1C,3,-8,4,-2,22,-4,-2,0.0,-1.9
Cc1cc(Nc2ccc(Cl)cc2)n(-c2cccc(Cl)c2)n1,-3,2,0,-3,21,1,1,-0.1,5.4
COc1cc(SC)ccc1C(=O)OCC(=O)NC1CCCCC1,7,165,-3,4,6,6,1,-0.1,0.3
CC(=O)Nc1ccc(S(=O)(=O)N(c2cccnc2)S(=O)(=O)c2ccc(NC(C)=O)cc2)cc1,-4,-15,-1,0,-11,3,3,0.0,0.4
Cc1nc2ccc(C(=O)Nc3ccc(N(C)C)cc3)cc2s1,12,-1,3,-18,19,-3,3,0.3,-1.1
CCN(CC)CCNC(=O)CNC(=S)N(CCCN1CCOCC1)Cc1cccs1,-4,-6,2,-3,3,-4,-1,-0.1,-1.3
CC(C)Cc1ccc(S(=O)(=O)Nc2ccccn2)cc1,-1,1,5,-2,11,-1,-2,-0.3,-1.8
Cc1cc(=O)[nH]c(SCC(=O)C23CC4CC(CC(C4)C2)C3)c1C#N,0,12,1,5,4,6,1,-0.1,3.3
Cc1ccc2c(c1)cc1c(=O)[nH]ncn12,0,-17,0,2,-5,0,1,0.0,0.7
Cc1cccc(Oc2ccc(C(=O)NC3CCSC3=O)cn2)c1C (configuration not stated),1,-3,2,4,6,-3,-9,-0.1,-0.8
CSCCC(NS(=O)(=O)c1ccc2ccccc2c1)C(=O)OCC(=O)c1ccc(C(C)C)cc1 (configuration not stated),-6,-4,-36,11,-18,13,6,0.4,4.6
O=C(O)CSCCCC(=O)Nc1ccc(Br)cc1,-3,12,0,-2,5,-1,1,-0.1,1.1
CN(C)C(=O)/C(C#N)=C\c1cc(Br)c(Sc2ccc(Cl)cc2)o1,2,7,1,5,7,-2,-1,0.1,1.7
O=C(Nc1cc([N+](=O)[O-])ccc1F)c1cccs1,-1,0,4,0,7,0,1,0.0,3.1
CCOC(=O)CCc1c(C)c2ccc(OCC(=O)N3CCOCC3)c(C)c2oc1=O,1,-1,7,5,2,0,-1,-0.2,-1.1
COc1ccc(/C=C2\CCC/C(=C\C=N\N(C)C)C2=O)cc1,2,-4,4,4,10,0,37*,0.1,-0.8
COC(=O)COc1cccc(NC(=O)c2cccs2)c1,0,?,-6,-3,-9,-6,-5,0.0,0.3
COc1cccc(C(=O)N(Cc2nc(-c3ccc(C)cc3)no2)C(C)C)c1,-2,-4,-5,1,11,-1,1,0.1,5.6
O/N=C\c1cccn1-c1nccs1,-5,-23,-2,-2,10,1,-3,-0.1,-2.5
CC(CNC(=O)CCc1nnc(CCC2CCCCC2)o1)c1ccccc1 (configuration not stated),-2,-21,2,0,15,4,-4,-0.1,0.7
CC(C)Oc1cccc(C(=O)NC(=S)Nc2ccc(Cl)c(C(=O)O)c2)c1,3,7,-2,6,6,1,-1,-0.1,1.5
OCc1ccc(N=Nc2ccccc2)cc1,3,-1,1,-4,19,1,-5,-0.2,1.7
O=C(C1CCC(C(=O)N2CCCCC2)CC1)N1CCCCC1 (configuration not stated),0,13,3,-4,5,-2,-3,0.2,-0.1
CC(C)(C)n1cnc2cc(NC(=O)c3ccco3)ccc21,-1,2,-5,-9,-8,0,1,-0.1,3.6
C=CCn1c(C2CCCCC2)n[nH]c1=S,-3,-11,4,-1,2,-2,3,0.2,0.1

(next part)
SMILES,CTSL1 counter,GASC-1 inh,LYPLA2 counter,core dimer inh,PREPL inhibitor,PP1 counter,TPT1 inh,Efflux pump inh,PP5 primary
Cc1ccc(Nc2ccccc2)nn1,-5,13,1,-5,22,0,1,0.3,1.5
CCCn1nc(C(=O)Nc2ccc(S(=O)(=O)Nc3nccs3)cc2)c2ccccc2c1=O,-1,-8,1,14,19,3,19,-0.1,2.3
COc1cccc(NC(=O)CN(C)C(=O)Cn2c(=O)oc3ccccc32)c1,4,-9,3,1,21,-1,1,0.3,0.2
CCCCN(C(=O)c1ccc(-c2ccc([N+](=O)[O-])cc2)o1)c1c(N)n(CC(C)C)c(=O)[nH]c1=O,.,4,-5,.,11,-1,.,0.1,-0.1
C=CCOc1ccccc1C(=O)/C=C1/C(=O)Nc2ccccc21,4,-47,-3,9,-2,4,-1,-0.1,1.5
COc1ccc(CCn2c(NN=C3CCCCC3)nc3c2c(=O)[nH]c(=O)n3C)cc1,5,4,-1,9,25,12,2,0.0,-0.5
CCO[C@@H]1OC(C(=O)O)=C[C@H](C2CC2)[C@H]1CCCO,-1,3,3,-4,8,2,2,0.0,3.5
CC(C)(C)C(=O)CN1C(=O)NC(C)(Cc2ccc3c(c2)OCO3)C1=O (configuration not stated),-4,-5,-3,-23,9,2,4,-0.1,0.8
COc1ccc(CN2CCC(Oc3cc(C(=O)NC4CC4)ccc3OC)CC2)c(O)c1,-6,11,9,-11,12,-3,-2,0.1,-0.2
COc1ccc(OC)c(S(=O)(=O)Nc2c(C)cccc2C)c1,2,-11,-8,2,8,-3,-1,-0.1,-2.0
COc1ccc2c(=O)c(-c3cnn(-c4ccccc4)c3)c(C)oc2c1,0,4,-2,-3,1,0,-1,0.1,1.7
COc1cccc(NC(=O)N2CCCC2C(=O)NCc2ccc(Cl)cc2)c1 (configuration not stated),3,4,6,2,-3,-4,-2,-0.1,0.3

Source: PubChem
